Assay outcomes deposited in PubChem by Sanford-Burnham Center for Chemical Genomics.
PfGluPho inh = PfG6PD (Plasmodium falciparum) enzyme inhibition; PfGluPho enzyme, NADPH resazurin-diaphorase fluorescence; inhibition, % at 20 µM; actives 0.78% (n = 350,000); AID 504690;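 active = inhibition reaching at least a set limit at 20 µM in the primary screen, cut at about 59% in these data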;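 note: 0% = DMSO wells with substrate and 100% = DMSO wells lacking glucose-6-phosphate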
NR3A LBD binder = modulates the human NR3A ligand-binding domain. NR3A LBD differential scanning fluorimetry, Tm shift; 0% = protein alone, 100% = glycine-bound protein. Tm shift relative to glycine control, % at 25 µM. actives 2.5% (n = 340,000);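 active = melting temperature shift of at least 10% of the positive control shift, at one fixed dose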
SENP7 block = SENP7 protease inhibition; Q9BQF6; recombinant SENP7, Z-RLRGG-aminoluciferin luminescence, 40 min; inhibition, % at 5 µM; actives 1.5% (n = 330,000);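 active = inhibition above about 50% at the single test dose, limit read from the data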;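 note: plate controls were DMSO with enzyme for no effect and no enzyme buffer wells for full effect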
SENP6 inh = blocks the human protease SENP6. Q9GZR1. Recombinant SENP6 catalytic domain, aminoluciferin luminescence. inhibition, % at 10 µM. actives 1.8% (n = 330,000);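 active = inhibition above about 50% at the single tested dose, limit read from the data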;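 note: plate controls were DMSO wells with enzyme for no effect and DMSO wells lacking enzyme for full effect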
Target sequence (Q9GZR1 628-1112 limits assumed): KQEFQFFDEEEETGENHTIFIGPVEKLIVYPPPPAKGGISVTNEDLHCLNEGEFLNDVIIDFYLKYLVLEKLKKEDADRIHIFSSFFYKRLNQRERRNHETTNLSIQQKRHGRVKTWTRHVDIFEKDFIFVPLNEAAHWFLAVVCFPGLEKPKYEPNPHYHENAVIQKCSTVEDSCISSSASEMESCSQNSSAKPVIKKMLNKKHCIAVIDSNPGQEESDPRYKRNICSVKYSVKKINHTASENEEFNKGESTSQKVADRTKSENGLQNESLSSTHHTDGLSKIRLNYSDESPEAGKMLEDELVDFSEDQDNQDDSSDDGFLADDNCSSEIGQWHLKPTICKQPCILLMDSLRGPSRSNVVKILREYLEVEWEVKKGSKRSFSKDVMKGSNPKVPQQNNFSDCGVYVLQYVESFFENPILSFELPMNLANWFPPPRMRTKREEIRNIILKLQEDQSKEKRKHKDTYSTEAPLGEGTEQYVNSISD
ATG4B inh = inhibitors of human ATG4B cysteine protease | inhibition, % at 8.33 µM | Q9Y4P1 | ATG4B cleavage of LC3-PLA2, NBD-HPC fluorescence, 1 h | actives 0.51% (n = 340,000); in the data active = inhibition above about 40%
Target sequence (Q9Y4P1 whole entry, looked up): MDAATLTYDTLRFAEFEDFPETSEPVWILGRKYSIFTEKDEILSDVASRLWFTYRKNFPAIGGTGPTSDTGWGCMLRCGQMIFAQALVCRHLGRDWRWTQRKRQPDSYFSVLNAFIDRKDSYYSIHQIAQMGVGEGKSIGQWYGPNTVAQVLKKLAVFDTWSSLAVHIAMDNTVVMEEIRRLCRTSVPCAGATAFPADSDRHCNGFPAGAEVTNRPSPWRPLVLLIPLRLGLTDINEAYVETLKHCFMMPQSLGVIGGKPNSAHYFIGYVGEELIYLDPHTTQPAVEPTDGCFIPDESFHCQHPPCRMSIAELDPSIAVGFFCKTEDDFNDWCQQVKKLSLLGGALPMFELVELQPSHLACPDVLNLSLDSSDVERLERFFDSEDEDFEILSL
MPTP block = blocks calcium-induced mitochondrial swelling. isolated mouse mitochondria, Ca2+ swelling absorbance, 30 min. inhibition, % at 10 µM. actives 1.4% (n = 360,000). AID 602449;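 active = inhibition of 50% or more, scaled per plate between neutral and stimulator controls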;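 note: 0% = DMSO wells given calcium and 100% = 1 mM EGTA wells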
SENP8 inh = SENP8 (human) protease inhibition; Q96LD8; AID 602440; actives 0.64% (n = 360,000); recombinant SENP8, Nedd8 substrate fluorescence; inhibition, % at 20 µM; in the data active = inhibition mostly above about 40%, no sharp cut-off; inactive = mostly below about 27%
HKDC1 inhibitor = HKDC1 (human) hexokinase inhibition; Q2TB90; actives 0.16% (n = 340,000); recombinant HKDC1, G6PDH/diaphorase resazurin coupled fluorescence; inhibition, % at 20 µM; AID 493160;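 active = inhibition above about 35% when tested at 20 µM, limit read from the data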;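 note: plate controls were DMSO wells with enzyme for no effect and DMSO wells lacking enzyme for full effect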
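Assay system: recombinant HKDC1 hexokinase; detection: coupled resazurin fluorescence, excitation 525 nm, emission 613 nm; benchmarks: DMSO-plus-enzyme-mix negative control, buffer-substituted positive control; compound dosing: single 20 µM dose; schedule: 90 min at room temperature in dark; also added: glucose plus 1 mM ATP as hexokinase substrates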
The depositor's hits bear a star; i = inactive. This is a random part of the collection; overall some 6.9% were active at least once.

SMILES	PfGluPho inh	NR3A LBD binder	SENP7 block	SENP6 inh	ATG4B inh	MPTP block	SENP8 inh	HKDC1 inhibitor
CCOc1ccc(C(=O)NC2CCN(S(C)(=O)=O)CC2)cc1	0	-2	0	-19	3	-0.6	11	-3
COC(=O)N/N=C/c1sc(N2CCCCC2)nc1-c1cccs1	4	1	-2	7	-3	1.6	-207	5
CNC(=O)NC(=O)CSc1nc2sccc2c(=O)n1-c1ccccc1	-10	2	9	-3	-10	-0.2	9	-4
Cc1nc(SCC(=O)N2CCN(c3ccccc3)CC2)c2oc3ccccc3c2n1	20	4	14	-15	-10	-3.9	29	5
OCCNC(=S)NCCc1ccccc1	12	-2	1	-3	5	-1.8	15	-7
C#CCOCCOCCOCCNc1nc(N2CCN(C(=O)CCCCCCCCCCNC(=O)[C@H]([C@@H](C)CC)n3cc(CCCCCN)nn3)CC2)nc(N2CCN(C(=O)CCCCCCCCCCNC(=O)[C@H](CO)n3cc(CCCCCN)nn3)CC2)n1	61*	28*	4	-10	24	-4.2	24	-3
Cc1nn(C(C)C(=O)N2CCN(c3ccccn3)CC2)c(=O)c2cc3occc3n12 (centres undefined)	-19	2	-1	2	-22	-1.8	14	-5
CSc1nc(-c2ccc(N(C)C)cc2)c(C#N)c(=O)n1C	6	1	-12	-1	1	-1.0	-377	8
COc1ccc(-c2cn3cc([N+](=O)[O-])ccc3n2)cc1OC	13	-1	-11	-11	-6	2.3	2	-5
Cc1ccc(Nc2nc(N)nc(CSc3nccn3C)n2)c(C)c1	-10	-1	-7	-8	3	-3.9	18	-3
COc1ccccc1NS(=O)(=O)c1ccc2oc(SC(C)C(=O)N3CCNC3=O)nc2c1 (centres undefined)	-8	-1	0	-12	-2	1.4	1	1
COc1cccc(-c2cc(C(=O)NCC3CCCO3)on2)c1 (centres undefined)	-1	3	1	-20	0	0.5	14	-4
CCC1CCCCN1C(=O)COc1ccc(F)cc1 (centres undefined)	-4	1	-8	9	-30	-1.9	8	-5
N#CCSc1nnc(-c2ccccc2)c(-c2ccccc2)n1	-18	-1	1	-2	-7	2.6	16	-4
C=CCN=C1SC(CC)C(=O)N1S(=O)(=O)c1ccc(C)cc1 (centres undefined)	-9	6	14	-2	11	0.4	17	-5

Printed as active in NR3A LBD binder (from the list above):
| structure | PfGluPho inh | NR3A LBD binder | SENP7 block | SENP6 inh | ATG4B inh | MPTP block | HKDC1 inhibitor |
| --- | --- | --- | --- | --- | --- | --- | --- |
| C#CCOCCOCCOCCNc1nc(N2CCN(C(=O)CCCCCCCCCCNC(=O)[C@H]([C@@H](C)CC)n3cc(CCCCCN)nn3)CC2)nc(N2CCN(C(=O)CCCCCCCCCCNC(=O)[C@H](CO)n3cc(CCCCCN)nn3)CC2)n1 | 61* | 28* | 4 | -10 | 24 | -4.2 | -3 |

An excerpt from above in order of their number in NR3A LBD binder, descending:
structure	NR3A LBD binder
C#CCOCCOCCOCCNc1nc(N2CCN(C(=O)CCCCCCCCCCNC(=O)[C@H]([C@@H](C)CC)n3cc(CCCCCN)nn3)CC2)nc(N2CCN(C(=O)CCCCCCCCCCNC(=O)[C@H](CO)n3cc(CCCCCN)nn3)CC2)n1	28*
C=CCN=C1SC(CC)C(=O)N1S(=O)(=O)c1ccc(C)cc1 (centres undefined)	6
CNC(=O)NC(=O)CSc1nc2sccc2c(=O)n1-c1ccccc1	2
COC(=O)N/N=C/c1sc(N2CCCCC2)nc1-c1cccs1	1
COc1ccccc1NS(=O)(=O)c1ccc2oc(SC(C)C(=O)N3CCNC3=O)nc2c1 (centres undefined)	-1

(cont.)
SMILES	PfGluPho inh	NR3A LBD binder	SENP7 block	SENP6 inh	ATG4B inh	MPTP block	SENP8 inh	HKDC1 inhibitor
Cc1ccnc(N/C=C/C(=O)c2ccc(Br)cc2)c1	14	-9	96*	88*	-11	-0.7	-202	-4
Cc1cccc(NC(=O)C2CC(=O)n3ncnc3N2)c1 (centres undefined)	12	1	-1	-4	-4	0.6	27	0
O=S(=O)(Nc1ccc(N2CCCCC2)cc1)c1ccccc1	2	1	1	5	3	2.1	14	10
NC(=O)c1c(NC(=O)C2c3ccccc3Oc3ccccc32)sc2c1CCCCC2	4	-4	-9	-18	14	1.8	-17	-14
COCCn1c(C)cc(C(=O)CSc2n[nH]c(N)n2)c1C	6	2	-7	-5	-12	-1.5	22	1
Cc1ccc(OCC(=O)N(C)CC(=O)Nc2ccc(N3CCOCC3)cc2)cc1	5	0	2	-1	-2	-1.3	22	5
Cc1cc2c(cc1S(=O)(=O)N(C)Cc1ccccc1)n(C)c(=O)c(=O)n2C	-7	-2	19	-12	0	-1.3	-179	-5
CCCNS(=O)(=O)c1ccc(OCC(=O)NCc2ccc3c(c2)OCO3)cc1	17	2	-10	-8	-7	1.0	9	-3
COc1cc2[nH]c(=O)n(CCCCCC(=O)NCCc3c[nH]c4ccccc34)c(=O)c2cc1OC	-2	4	-3	-12	1	0.5	-20	-6
Cc1cc(C)n(CCCNC(=O)CCNS(=O)(=O)c2ccccc2C(F)(F)F)n1	-11	-4	2	-17	-5	1.2	4	-1
CCCCC(=O)Nc1nc(C)c(-c2csc(Nc3cc(OC)ccc3OC)n2)s1	24	-4	8	-1	-7	8.0	-168	-3
CC1CC(C)CN(C(=O)COC(=O)c2nccnc2N)C1 (centres undefined)	2	4	4	-8	3	0.5	i	1
CC(=O)c1ccc(S(=O)(=O)N2CCC(c3nc4ccccc4[nH]3)CC2)cc1	-2	2	11	4	-3	1.4	10	-4
Cc1ccc(C)c(S(=O)(=O)N(C)C2(C)CCS(=O)(=O)C2)c1 (centres undefined)	-10	-2	0	-5	1	-0.1	8	-1
O=C(Oc1ccccc1)c1ccc2nsnc2c1	2	-9	30	-6	0	0.6	-8	9

Compounds listed so far that have a halogen:
SMILES	PfGluPho inh	NR3A LBD binder	SENP7 block	SENP6 inh	ATG4B inh	MPTP block	SENP8 inh	HKDC1 inhibitor
CCC1CCCCN1C(=O)COc1ccc(F)cc1 (centres undefined)	-4	1	-8	9	-30	-1.9	8	-5
Cc1ccnc(N/C=C/C(=O)c2ccc(Br)cc2)c1	14	-9	96*	88*	-11	-0.7	-202	-4
Cc1cc(C)n(CCCNC(=O)CCNS(=O)(=O)c2ccccc2C(F)(F)F)n1	-11	-4	2	-17	-5	1.2	4	-1

The listing picks up, starting three compounds before the break.
SMILES	PfGluPho inh	NR3A LBD binder	SENP7 block	SENP6 inh	ATG4B inh	MPTP block	SENP8 inh	HKDC1 inhibitor
CC(=O)c1ccc(S(=O)(=O)N2CCC(c3nc4ccccc4[nH]3)CC2)cc1	-2	2	11	4	-3	1.4	10	-4
Cc1ccc(C)c(S(=O)(=O)N(C)C2(C)CCS(=O)(=O)C2)c1 (centres undefined)	-10	-2	0	-5	1	-0.1	8	-1
O=C(Oc1ccccc1)c1ccc2nsnc2c1	2	-9	30	-6	0	0.6	-8	9
O=C1Nc2ccccc2N(O)N1c1ccc(S(=O)(=O)N2CCCCCC2)cc1	-8	2	4	-3	-7	-0.5	15	-6
CCOC(=O)c1cnc(-c2ccccc2)nc1C(F)(F)F	14	1	5	-15	-12	-2.5	9	2
NNC(=O)CS(=O)(=O)CS(=O)(=O)CC(=O)NN	-12	1	-2	-1	0	1.2	18	0
Cc1ccc(S(=O)(=O)N2CCCC2C(=O)n2nc(C)cc2C)cc1 (centres undefined)	-13	-3	-5	7	5	-0.1	18	-5
COc1ccccc1C1CC(c2cccs2)=Nc2ccccc2S1 (centres undefined)	21	7	4	-2	1	9.7	7	-1
CCc1ccc(-n2c(SCC(=O)N3Cc4ccccc4CC3C(=O)O)nnc2-c2ccncc2)cc1 (centres undefined)	37	-1	-2	1	1	1.8	1	-4
CNS(=O)(=O)c1ccc2c(c1)oc(=O)c1cc(S(=O)(=O)NC)ccc12	-18	-29	-1	-6	-3	-1.0	-31	2
CC(=O)c1sc(NC(=O)c2ccccc2F)nc1C	9	0	87*	83*	-8	-0.1	3	-5
C/C(=N\NC(=O)c1cc(-c2ccc(C)s2)[nH]n1)c1ccncc1	7	2	3	-12	-8	0.4	6	-5
CCN(CC(=O)NC(C)(C)C)C(=O)C(c1ccccc1)c1ccccc1	-16	1	-1	-21	5	-1.5	-2	-1
O=C(NCc1ccc2c(c1)OCO2)Nc1ccc(Cl)cc1	-3	1	1	3	6	1.8	7	0
COC(=O)c1ccccc1NC(=O)c1nc2nc(C)cc(C)n2n1	-6	0	-10	-10	0	-0.5	-14	-7
COC(=O)c1ccccc1NC(=O)Nc1ccc(Br)cn1	-6	1	5	6	-5	0.1	-8	-6
CCC(C)NC(=O)CSc1nc2ccccc2c(=O)n1Cc1ccc(OC)cc1 (centres undefined)	5	2	5	0	9	3.1	21	10
CCCCCC1=CCC/C1=N\NC(=O)c1ccc2c(c1)OCO2	12	2	7	-4	-6	11	18	0
C/C(=N\NC(=O)c1cccc(F)c1)c1ccc(Br)s1	-3	0	0	-9	16	-0.2	4	5
COc1ccc(-c2ccc(=O)n(CC(=O)NCC3COCCO3)n2)cc1 (centres undefined)	-9	1	6	-19	1	-0.5	-222	1
Cc1nc(C)c(C(=O)NNC(=O)Nc2ccc(Cl)cc2)s1	1	0	2	-7	-8	3.8	10	2
COc1cc(C)c(C(C)C)cc1S(=O)(=O)NC1CC(C)(C)NC(C)(C)C1	0	-1	-4	-11	8	0.2	7	-5
CC(=O)Nc1cccc(/C(C)=N/NC(=O)c2ccc(CN3CCOCC3)cc2)c1	15	-2	0	-12	-2	-0.2	3	-9
COc1ccc(CC(=O)Nc2ccc(N(C)C)c3ccccc23)cc1	52	0	4	-16	2	0.9	-420	14
